# KLF5 inh: inhibitors of KLF5 expression | DLD-1 KLF5 promoter-luciferase reporter, luminescence | inhibition, % at 5 µM | 0.23% of 290,000 active | AID 1700;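 active = inhibition above a per-plate limit of that plate's mean compound inhibition plus 3 SD, cut at about 60% in these data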;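 also: 0% = DMSO wells and 100% = LY294002 at 200 µM; higher means less KLF5 promoter-driven luciferase light; inactives centre near -14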
# HSF1 inh: HSF1 inhibition | 0.77% of 300,000 active | AID 2098 | activity change, negative = inhibition, % at 7.5 µM (by protocol) | NIH3T3-HGL HSE-luciferase, MG132-induced, luminescence 8 h; hits give low values;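 active = more than half of replicate wells show activity change below -50%, luminescence cut by over half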;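 also: luciferase reports HSF-1 transcriptional activity via heat shock element; 0% = median of DMSO wells and -100% = zero luminescence signal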
# GSK3 alpha inh: blocks human GSK-3 alpha kinase. P49840. ADP-Glo luminescence, 60 min. inhibition, % at 10 µM. 0.1% of 320,000 active;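 in the data active = inhibition above about 50%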;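 also: GST-tagged GSK-3 alpha with peptide substrate and 25 µM ATP; 0% = DMSO neutral wells and 100% = GW8510 positive control wells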
# Target sequence (P49840 whole entry, looked up): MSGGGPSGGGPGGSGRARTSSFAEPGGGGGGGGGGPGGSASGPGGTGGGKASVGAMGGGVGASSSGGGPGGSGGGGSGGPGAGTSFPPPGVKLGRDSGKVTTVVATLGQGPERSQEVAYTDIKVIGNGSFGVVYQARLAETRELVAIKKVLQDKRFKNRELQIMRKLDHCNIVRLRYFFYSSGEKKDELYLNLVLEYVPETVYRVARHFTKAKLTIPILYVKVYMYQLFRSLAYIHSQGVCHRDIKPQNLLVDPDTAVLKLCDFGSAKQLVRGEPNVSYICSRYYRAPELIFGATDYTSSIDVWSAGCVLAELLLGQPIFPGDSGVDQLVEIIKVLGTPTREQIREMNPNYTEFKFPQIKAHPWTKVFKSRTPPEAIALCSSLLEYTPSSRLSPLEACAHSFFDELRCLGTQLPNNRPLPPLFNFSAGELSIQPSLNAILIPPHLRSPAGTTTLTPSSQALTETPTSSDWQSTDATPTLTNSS
# HSP90 refold inh: inhibitors of HSP90 luciferase refolding in rabbit reticulocyte lysate. inhibition, % at 5.6 µM. AID 1789. 0.91% of 290,000 active. luciferase refolding luminescence, 3 h;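 active = inhibition above the screen-wide mean plus 3 SD, computed separately per campaign, cut at about 16% in these data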;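 also: 0% = DMSO wells and 100% = 60 µM geldanamycin wells; inhibitors lower the luminescence because luciferase stays unfolded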
# IEC-6 tox: IEC-6 cytotoxicity, counter-screen for KLF5 inhibitors. luminescence viability. inhibition, % at 5 µM. 0.78% of 290,000 active; in the data active = inhibition above about 22%;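 also: 0% = plate median of test compound wells and 100% = cytotoxic reference compound wells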
# aSyn 5UTR inh: MLPCN primary screen, SNCA 5' untranslated region. alpha-synuclein 5'UTR reporter, inhibitor activity. 0.82% of 300,000 active. inhibition, % (tested at 7.5 µM); in the data active = inhibition above about 60%;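 also: H4 neuroglioblastoma cells stably carrying SNCA 5'UTR luciferase fusion; 0% = DMSO wells and 100% = positive control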
# AI-2 QS mod: Vibrio harveyi AI-2 quorum sensing modulation. Vibrio harveyi JMH597 AI-2 luminescence/OD600 ratio, 9 h; hits give low values; strain lacks LuxN and CqsS sensors; 0 = neutral-control median. AID 2094. activity change, % at 7.5 µM. 0.4% of 300,000 active; in the data active = activity change below about -75%, passing the limit was not always enough;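 also: luminescence divided by OD600 gain over 9 h not by final OD600 alone; inactives centre near 13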
# GSK3B inh: inhibitors of human GSK3beta kinase; activity score (negative = inhibition), % at 10 µM; AID 2097; GST-GSK3beta kinase, ADP-Glo luminescence, 60 min; hits give low values; P49841; 0.038% of 300,000 active;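 active = more than half of replicate wells score below -50%, meaning over 50% inhibition versus plate controls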;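 also: 0% = median DMSO wells and -100% = median GW8510 positive control wells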
# Target sequence (P49841 whole entry, looked up): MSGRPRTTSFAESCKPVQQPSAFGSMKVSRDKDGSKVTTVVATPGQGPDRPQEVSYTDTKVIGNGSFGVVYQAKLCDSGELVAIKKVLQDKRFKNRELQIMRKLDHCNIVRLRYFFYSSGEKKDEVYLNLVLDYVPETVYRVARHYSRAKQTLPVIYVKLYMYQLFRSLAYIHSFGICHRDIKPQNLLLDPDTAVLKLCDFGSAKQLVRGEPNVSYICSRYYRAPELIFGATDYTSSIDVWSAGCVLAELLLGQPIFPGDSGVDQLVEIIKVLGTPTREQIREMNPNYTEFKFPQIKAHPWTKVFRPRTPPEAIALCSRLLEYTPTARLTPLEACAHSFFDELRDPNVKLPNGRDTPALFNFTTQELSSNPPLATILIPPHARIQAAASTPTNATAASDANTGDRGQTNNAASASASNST
#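 Test system – GST-tagged human GSK3beta kinase, cell-free · Incubation – 60 min enzyme reaction, room temperature · Signal – ADP-Glo luminescence · Also added – peptide substrate and ATP at 25 µM · Controls – DMSO neutral wells and GW8510 at 20 µM as positive · Buffer or medium – Tris/MgCl2 kinase buffer · Measure – Luminescence-derived activity versus plate DMSO and GW8510 wells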
# HSF1 activator: increases HSF-1 driven luciferase reporter signal. NIH3T3-HGL HSF-1 luciferase reporter, MG132, 8 h; 100% = twice DMSO control signal. activation, % at 9 µM. 1.7% of 300,000 active. AID 504408;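 active = mean replicate activation of at least 50% with a set share of replicates each reaching 50%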;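 also: 0% = median of the neutral control wells and 100% = twice that signal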
# PolyA inhibitor: inhibitors of polyadenylation in S. cerevisiae; S. cerevisiae SKY197-pL101 polyadenylation reporter, beta-gal luminescence; efflux-impaired pdr1/pdr3 knockout yeast; score 100 = 6 SD above DMSO; calls only at 12 µM; 0.02% of 300,000 active; AID 1875;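 active = lowest replicate activity score at least 50, where 100 means six control SD above control mean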;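 also: yeast exposed to compound for 9 h at 30 °C; higher score means more reporter readthrough which indicates perturbed polyadenylation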
# Numbers without * were called inactive; i = inactive; . = no result given. Only part of the results is shown; count on the stated rates, not on these rows.
SMILES,KLF5 inh,HSF1 inh,GSK3 alpha inh,HSP90 refold inh,IEC-6 tox,aSyn 5UTR inh,AI-2 QS mod,GSK3B inh,HSF1 activator,PolyA inhibitor
O=C(CSc1nnnn1C1CCCCC1)N1CCN(C(=O)c2ccco2)CC1,-7,1,0,-2,-8,20,0,0,15,i
COC(=O)c1cc(=O)n(Cc2ccc(OC)cc2)c(=NCc2ccc(OC)cc2)s1,-15,7,-7,1,6,-8,8,-1,12,i
CC[n+]1c(/C=C/c2ccc(OC(C)=O)c(OC)c2)ccc2ccccc21,-6,9,2,-4,-3,-72,32,-3,22,i
CN1CCN(c2cc(=O)n(C3CCCCC3)c(=O)[nH]2)CC1,-18,-8,-1,3,3,-29,-7,0,-18,i
Nc1c(Cl)cc(-c2csc(NCCc3nc4cc(Cl)c(Cl)cc4n3CCCO)n2)cc1Cl,-2,-2,2,-4,5,-34,16,1,-15,i
C=CCOc1ccccc1/C=N/NC(=O)c1ccc(Cl)cc1Cl,-75,-1,-1,-1,1,2,30,6,36,i
O=C(O)c1cc(NC(=O)c2cccc(F)c2)cc(NC(=O)c2cccc(F)c2)c1,-16,-6,-2,-6,5,11,-3,2,-10,i
O=C(O)C1SCCN1S(=O)(=O)c1ccc(N=NN2CCOCC2)cc1 (stereo unspecified),-1,-6,0,5,9,-8,22,10,-6,i
Cc1ccc(-n2ncc3c(NCCCn4ccnc4)ncnc32)c(C)c1,.,-5,-2,.,.,5,26,2,-5,i
CCCCCN(C(=O)CCC(=O)OCC(=O)N(CC)C1CCCCC1)c1c(N)n(CCCC)c(=O)[nH]c1=O,.,-7,-1,.,.,0,8,2,-3,i
Cc1cc(NC(=O)COc2ccccc2C)ccc1NC(=O)c1cccs1,-27,-9,-2,2,0,9,.,.,9,i
CN1CCc2ccccc2C1Cc1ccccc1NC(=O)c1sc2ccccc2c1Cl (stereo unspecified),-19,34,-6,2,4,4,18,1,40,i
Cc1cccc2sc(NC(=O)c3cc(S(=O)(=O)N(C)C)ccc3N3CCCC3)nc12,-27,-5,1,-5,-4,46,22,2,-2,i
Cc1ccc(N(CC(=O)NC2CCCCC2)C(=O)CCC(=O)Nc2nccs2)cc1,1,1,-2,-2,0,4,13,-3,-1,i
CC(NC(=O)c1ccc(Cl)cc1)C1CC2CCC1C2 (stereo unspecified),-43,-2,-1,1,2,4,-1,-1,10,i
COCCCNC(=O)c1cccn2c(=O)c3cc4ccccc4cc3nc12,2,.,48,17*,-4,.,4,-49,.,i
Cc1ccc(S(=O)(=O)c2nnn3c2nc(N2CCN(c4ccccn4)CC2)c2ccccc23)cc1C,-12,8,-1,-3,-5,6,16,2,19,i
CCOCCc1c(O)nc(SC)[nH]c1=O,-9,2,-3,1,0,-5,10,1,0,i
Cc1ccc(N2CC(C(=O)N3CCC4(CC3)CC(=O)c3ccccc3O4)CC2=O)cc1 (stereo unspecified),.,-1,-3,.,.,20,3,-1,-5,i
CCOC(=O)c1c(C)[nH]c(C)c1C(=O)CN1C(=O)NC2(CCC(C)CC2)C1=O (stereo unspecified),-15,0,-3,3,4,40,5,3,8,i
C=C(C)c1cccc(C(C)(C)NC(=O)N2CCN(C/C=C/c3ccccc3)CC2)c1,-35,-9,-6,-9,-3,43,14,4,5,i
COC(=O)c1ccc(=O)n(Cc2ccco2)c1,-10,-6,-13,0,-5,-9,4,3,3,i
COCCOC(=O)C1=C(C)NC(=O)NC1c1c(OC)ncnc1OC (stereo unspecified),-26,-1,-3,2,-2,-17,13,3,21,i
CCOC(=O)C1=C(C)NC2=C(C(=O)C(C(=O)OCC)C(c3cccc(OC)c3)C2)C1c1ccccn1 (stereo unspecified),-34,5,-6,-5,-3,7,21,2,12,i
CSc1c(SCc2ccccc2)cnn(-c2ccccc2)c1=O,-19,16,-2,1,6,-5,5,1,15,i
CCC1Nc2ncnc(N3CCN(c4ccccn4)CC3)c2N(Cc2ccc(Cl)cc2)C1=O (stereo unspecified),.,4,-1,.,.,5,22,-2,9,i
CCc1cccc(NC(=O)CCC(=O)N2CCSc3ccccc32)c1,-4,0,0,-4,5,10,-10,0,-5,i
Cc1ccsc1C(=O)OCC(=O)N1CCOCC1,-21,1,-1,1,0,-54,6,-2,-7,i
O=[N+]([O-])c1ccc(Oc2ccc(S(=O)(=O)N3CCOCC3)cc2)cc1,-11,-5,1,0,0,1,6,0,5,i
S=C(NCc1ccco1)N1CCC(c2nc3ccccc3o2)CC1,-27,5,1,0,2,-3,3,-1,14,i

# Full records as entered above. Order of values: KLF5 inh | HSF1 inh | GSK3 alpha inh | HSP90 refold inh | IEC-6 tox | aSyn 5UTR inh | AI-2 QS mod | GSK3B inh | HSF1 activator | PolyA inhibitor
# Shown for `CSc1c(SCc2ccccc2)cnn(-c2ccccc2)c1=O` = -19 | 16 | -2 | 1 | 6 | -5 | 5 | 1 | 15 | i
# Shown for `COC(=O)c1cc(=O)n(Cc2ccc(OC)cc2)c(=NCc2ccc(OC)cc2)s1` = -15 | 7 | -7 | 1 | 6 | -8 | 8 | -1 | 12 | i
# Shown for `S=C(NCc1ccco1)N1CCC(c2nc3ccccc3o2)CC1` = -27 | 5 | 1 | 0 | 2 | -3 | 3 | -1 | 14 | i

# New compounds follow.
SMILES,KLF5 inh,HSF1 inh,GSK3 alpha inh,HSP90 refold inh,IEC-6 tox,aSyn 5UTR inh,AI-2 QS mod,GSK3B inh,HSF1 activator,PolyA inhibitor
CCOc1ccc(N(CC(=O)N2CCN(c3ccccc3F)CC2)S(=O)(=O)c2c(C)noc2C)cc1,-15,-5,-2,4,4,14,4,1,-5,i
CC(=O)N1CCc2cc(NC(=O)c3ccc(C)cc3)ccc21,-82,8,-2,1,5,18,15,2,-5,.
CCN(c1ccc(OC)cc1)S(=O)(=O)c1nnc(NC(=O)c2ccccc2Cl)s1,-23,2,-5,-4,3,21,6,4,7,i
CCCCc1nn(-c2cc(Cl)ccc2OC)c2c1C(=O)CCC2,-34,4,-1,-1,5,5,6,0,-12,i
CC(CN1CCCCC1)OC(=O)c1ccccc1Cl (stereo unspecified),-10,-4,-2,7,-2,15,5,5,-22,i
CCCn1c(-c2nonc2N)nc2ccccc21,-1,-23,7,-1,-4,8,7,-10,-29,i
COCCN(C(=O)COC(=O)CSc1ccc2ccccc2c1)c1c(N)n(Cc2ccccc2)c(=O)[nH]c1=O,.,-5,-1,.,.,8,13,-10,-2,i
CC1=C(C(N)=O)C(c2cccnc2)n2nc(SCc3ccccc3Cl)nc2N1 (stereo unspecified),-8,-4,-2,7,0,2,28,0,2,i
C[C@H]1CCC(=O)N([C@H](CSc2ccccc2)Cc2ccccc2)CC1,1,3,-2,-5,-6,9,23,-1,0,i
CCCC(=O)Nc1ccc(S(=O)(=O)Nc2cc(OC)ncn2)cc1,-32,-7,.,1,-4,-4,8,-6,-11,i
O=C1CN(S(=O)(=O)c2ccc([N+](=O)[O-])cc2)CC(=O)N1,-12,-6,0,2,-5,14,20,7,10,i
Cc1ccc(NC(=S)NC(=O)c2cncc(Br)c2)cc1Cl,.,-5,-3,.,.,-21,16,0,11,i
N#C/C(=C\c1cc2ccccc2nc1N1CCOCC1)C(=O)Nc1ccc(N2CCOCC2)cc1,11,-3,-1,3,-6,26,7,0,-5,i
COc1ccccc1NC(=S)NC(=O)C(C)C,-33,4,4,3,7,11,12,2,17,i
Clc1ccccc1Nc1ncnc2c1nnn2Cc1ccccc1,-16,15,1,2,1,20,3,1,32,i
COCCN1C(=O)c2oc3ccccc3c(=O)c2C1c1ccc(OC)c(OC)c1 (stereo unspecified),14,-2,.,-1,3,9,20,3,11,i
O=C1CN(CC(=O)NC(=O)NCc2ccccc2)CCN1,-6,0,1,-2,-7,-4,13,2,-17,i
CCCN1CCC(CCOc2ccccc2)(C(=O)OCC)CC1,3,-8,-2,-2,5,-3,10,-1,-2,i
COc1ccc(-c2noc(CCC(=O)NCCc3cccc(C)c3)n2)cc1,-4,9,-1,-5,-2,0,3,0,9,i
CCOC(=O)CC(=O)c1[nH]c(C)c(C(=O)OCC)c1C,-8,20,0,2,4,-21,20,4,38,i
O=S(=O)(c1ccccc1)N1CCN=C1SCc1ccc(Cl)c(Cl)c1,-18,5,-1,-2,-7,35,2,0,7,i
Cc1nc(N2CCOCC2)nc(OC(C)C)c1[N+](=O)[O-],-36,-2,.,2,-8,24,17,0,-12,i
COc1ccc(C(C)=O)cc1CSc1ccc2c(c1)OCCO2,-17,-1,-1,2,2,9,-8,-17,27,i
CCOc1ccc(C(=O)NC(=S)Nc2cccnc2)cc1,1,20,-1,0,2,-135,9,1,24,i
CCCC(=O)Nc1nc2ccc(OCC)cc2s1,-124,20,0,-2,-1,-105,16,0,36,i
COc1ccc(-c2csc(NC(=O)C3CC(=O)N(Cc4ccco4)C3)n2)cc1 (stereo unspecified),-17,-6,-13,-9,-6,-33,17,0,-4,i
O=C(Nc1ccccc1C(=O)Nc1cccnc1)c1ccccc1,-11,-3,-2,1,4,11,20,1,-5,i
CC(NC(=O)c1ccccc1NC(=O)c1ccccc1)C(=O)N1CCOCC1 (stereo unspecified),-17,-3,-2,-2,3,16,10,-2,1,i
COc1cc(/C=N/NC(=O)CC2(C)OCCCO2)ccc1OCc1ccc(Cl)cc1Cl,10,40,0,1,-4,-70,16,-2,68*,i
CCOC(=O)COn1c(=O)c(-c2ccc(OC)c(OC)c2)[n+]([O-])c2ccccc21,-13,1,8,3,-2,-10,24,-3,-4,i
O=C(C(=O)N1CCOCC1)c1cn(CC(=O)N2CCc3ccccc3C2)c2ccccc12,-14,-6,1,1,4,-9,9,1,-8,i
CCOC(=O)C(C)Sc1nc2ccccc2c(=O)n1CC (stereo unspecified),-5,.,-4,-1,-2,.,.,.,.,.
O=C(O)CCCCCNC(=O)Cn1nnc2ccccc2c1=O,-7,0,-3,12,3,-19,16,6,-3,i
CCC(CC)c1nnc(NC(=O)C2CC(=O)N(CCc3ccc(OC)c(OC)c3)C2)s1 (stereo unspecified),.,-3,1,.,.,20,17,14,-5,i
O=C(CN1CCN(Cc2ccc3c(c2)OCO3)CC1)Nc1ccc(F)cc1,12,13,2,1,-4,-26,-3,0,15,i
Cc1ccc(-c2noc(C3CCCN(C(=O)c4cccc(Cl)c4)C3)n2)o1 (stereo unspecified),-84,31,-2,-2,-5,-109,-14,-2,47,i
O=S(=O)(c1cccc2ccccc12)N1CCCCC1,-16,-6,.,3,-3,18,21,0,-4,i
C=CCN1C(=O)C(O)(CC(=O)c2ccco2)c2cc(Br)ccc21 (stereo unspecified),-3,-6,0,-2,87*,-15,13,-1,-10,i
CCC(=O)Nc1cccc(NC(=O)c2cccnc2)c1,-48,1,7,6,6,-16,7,0,4,i
CC1CC1C(=O)N(C)CC(=O)Nc1cccc(F)c1 (stereo unspecified),.,-4,-1,.,.,9,26,4,-7,i
CCC(=O)NC(=S)Nc1ccc(-c2nc3ccccc3s2)cc1,-103,-6,1,1,-5,-59,15,0,-29,i
C/C(=C\c1ccco1)C1C(C#N)=C(N)OC2=C1C(=O)CC(C)(C)C2 (stereo unspecified),-14,-1,-2,-3,-1,1,8,1,6,i

# Source: PubChem BioAssay
